Bioassay records as filed in PubChem.
PNC assembly inh: inhibitors of perinucleolar compartment assembly; PC3M PTB-GFP, PNC prevalence imaging, 16 h; stronger effect = lower value; activity change (PNC), negative = inhibition, % at 10 µM; hit rate 3.1% among 140,000;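 active = readout at or below -70, meaning at least 70% loss of cells showing the perinucleolar compartment, a nuclear body marking cancer cells; inconclusive = readout between -30 and a set limit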;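 note: plate controls were DMSO wells for no effect and camptothecin positive control wells for full effect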
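Compounds are pinned in duplicate onto adhered PC3M cells stably expressing GFP-tagged PTB and incubated 16 h at 37 C. Cells are then fixed, nuclei stained with Hoechst, and PNC-positive cells counted.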
ALOX15B inhib: inhibitors of human 15-lipoxygenase 2 (ALOX15B) | O15296 | purified 15hLO-2, xylenol orange hydroperoxide absorbance | Potency, µM (series often up to 57.1 µM), without a hit: at the highest dose activity change, negative = inhibition, most hits filed as inhibitors | hit rate 0.56% among 110,000; note: potency is the fitted concentration of half-maximal effect; nearly all actives have a fitted effect of over 60% in size; many of its hits are not listed in these tables
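Purified human 15hLO-2 (50 nM) preincubated 15 min with compound, then 45 uM arachidonic acid for 90 min at RT in 25 mM Hepes pH 7.5, 0.01% Triton X-100. Hydroperoxide detected by Fe-xylenol orange; 573/405 nm absorbance ratio.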
12-hLO inh: blocks human 12-lipoxygenase activity. Potency, µM (highest dose often 57.1 µM), for the others: at the top dose activity change, negative = inhibition, actives largely listed as inhibitors. hit rate 0.12% among 150,000. P18054. AID 1452. purified 12-hLO, xylenol orange hydroperoxide absorbance; note: potency is the fitted concentration of half-maximal effect; nearly all actives have a fitted effect of over 55% in size; many of its hits are not listed in these tables
Target sequence (P18054 whole entry, looked up): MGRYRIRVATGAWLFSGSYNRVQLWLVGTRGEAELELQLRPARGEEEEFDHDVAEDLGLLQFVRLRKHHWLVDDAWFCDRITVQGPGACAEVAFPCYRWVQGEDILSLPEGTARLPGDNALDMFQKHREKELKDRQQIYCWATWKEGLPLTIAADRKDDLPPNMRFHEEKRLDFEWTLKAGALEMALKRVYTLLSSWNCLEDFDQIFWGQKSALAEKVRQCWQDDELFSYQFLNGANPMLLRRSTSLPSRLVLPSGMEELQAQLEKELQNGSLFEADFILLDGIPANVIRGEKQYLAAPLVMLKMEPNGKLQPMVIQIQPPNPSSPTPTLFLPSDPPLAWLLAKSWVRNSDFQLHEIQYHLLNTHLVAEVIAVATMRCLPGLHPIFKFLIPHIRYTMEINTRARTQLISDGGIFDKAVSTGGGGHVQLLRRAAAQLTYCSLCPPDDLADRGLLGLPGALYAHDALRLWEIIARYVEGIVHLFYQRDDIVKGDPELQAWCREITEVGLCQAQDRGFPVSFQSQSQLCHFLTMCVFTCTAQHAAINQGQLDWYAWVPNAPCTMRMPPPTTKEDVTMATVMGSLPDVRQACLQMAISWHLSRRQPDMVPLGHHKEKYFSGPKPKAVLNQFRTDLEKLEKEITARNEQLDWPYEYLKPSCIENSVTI
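Xylenol orange chromogenic assay: hydroperoxide from 12hLO oxidises Fe(II), giving red-shifted Fe(III)-XO absorbance. Conditions: 150 nM enzyme, 40 uM arachidonic acid, 25 mM Hepes pH 7.0, 0.01% Triton X-100, 30 min, room temperature.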
IMPase cell inh: membrane-permeable compound that blocks inositol monophosphatase; inhibition (IP1 accumulation), % at 46.1 µM; CHO-M1 cells, IP1 accumulation, HTRF TR-FRET ratio; 120,000 tested, under 10 active; active = well fitted curve in the direction sought with a large enough effect in the signal ratio, not every such curve was filed as active; inconclusive = small, poorly fitted or top-dose-only effect, or a change in a side signal; inactive = no such curve, though single readings can be large or run the other way; the % refers to the signal ratio;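 note: cells stimulated with carbachol in lithium chloride buffer; plate controls were DMSO basal wells for no effect and reference inhibitor wells for full effect; higher means more IMPase inhibition seen as more IP1 and lower FRET ratio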
Target sequence (P97697 whole entry, looked up): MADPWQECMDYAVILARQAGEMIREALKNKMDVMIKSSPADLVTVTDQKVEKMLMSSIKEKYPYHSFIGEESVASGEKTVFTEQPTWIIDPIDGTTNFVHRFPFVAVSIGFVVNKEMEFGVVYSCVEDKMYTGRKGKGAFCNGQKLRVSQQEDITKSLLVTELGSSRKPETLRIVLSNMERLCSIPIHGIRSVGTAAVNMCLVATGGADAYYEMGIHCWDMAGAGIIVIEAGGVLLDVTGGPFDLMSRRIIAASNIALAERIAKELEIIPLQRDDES
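Cellular IMPase inhibition is scored as a rise in cytosolic IP1, detected by competitive TR-FRET between d2-labelled IP1 and a europium anti-IP1 antibody. M1-expressing CHO cells were stimulated with carbachol for 30 min at 37C, with lithium (50 mM LiCl) present in the buffer.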
Starred values were filed as active, the others as inactive; ? = inconclusive; . = not tested or not shown; [ ] = remark or other dose. Unless noted, calls come from the whole dose curve; as a rule, active = well fitted curve in the direction sought with a large enough effect; inconclusive = small, poorly fitted or top-dose-only effect, or another doubt; inactive = no such curve, though single readings can be large; an effect the other way counts as inactive or inconclusive. Unless noted, % is set by controls: 0 for no effect and ±100 for the full control effect.

PNC assembly inh	ALOX15B inhib	12-hLO inh	IMPase cell inh	smiles
-29	-5%	-18%	-7	CCOC(=O)CSc1nnc(-c2ccc(NS(=O)(=O)c3ccc(C)cc3)cc2)o1
35	19%	-1%	-21	CCOC(=O)c1[nH]c2cc(OC)c(OC)cc2c1NC(=O)CN(C)C1CCCCC1
-5	.	-4%	.	COc1cccc([C@H](O)Cn2cc(-c3ccc(CON=C(C)C)cc3)nn2)c1
-88*	.	1%	2	C/C(Cn1cnc([N+](=O)[O-])n1)=N\NC(=O)c1cccc(F)c1
-22	2%	3%	8	CC(C)CC(c1nnnn1CC1CCCO1)N1CCN(c2nc3ccccc3s2)CC1 (stereo not drawn)
20	1%	1%	3	O=C(NCCc1ccccn1)c1ccc(COc2ccccc2)o1
.	8%	0%	.	COC(=O)c1ccc(C23CC4(C2)[C@H](CN(Cc2ccc(-c5ccccc5)cc2)[C@@H]4c2ccccc2)C3c2ccc(C(F)(F)F)cc2)cc1 (stereo partly drawn)
38	5%	-10%	3	Cc1nn(C)c(C)c1S(=O)(=O)N1CCC(C(=O)NCC2COc3ccccc3O2)CC1 (stereo not drawn)
31	-11%	-6%	8	CC(=O)c1c(C)[nH]c(C(=O)Nc2cccnc2)c1C
14	5%	-4%	2	COCCn1c(SCC(=O)NCc2ccc3c(c2)OCO3)nnc1-c1c[nH]c2ccccc12
?	-1%	0%	-5	C=CC(=O)Nc1ccc(Br)cc1
16	.	1%	.	COCCn1nnnc1C(c1ccc(OC)cc1)N1CCN(c2ccccc2F)CC1 (stereo not drawn)
3	1%	-6%	0	CCc1c(C)c2ccc(OCC(=O)N(C)C)c(C)c2oc1=O
52	23%	-2%	8	CC1CN=C(NC2CCCCC2C)S1 (stereo not drawn)
30	44%[activator]	-2%	10	Cc1ccc(Cl)cc1N(Cc1ccc(C(=O)NCc2cccnc2)cc1)S(=O)(=O)c1ccccc1
-18	.	-4%	.	CCOC(=O)c1cc(-c2ccccc2)n(CC(=O)Nc2ccc(OCC)cc2)c1C
15	.	-1%	-1	Cc1ccc(Cn2nnc3c(=O)n(Cc4cc(C)ccc4C)cnc32)cc1
9	-4%	-6%	3	O=C(O)CCc1nc2cccnc2n1Cc1ccccc1
35	.	5%	.	CCCNC(=O)CSC1=N/C(=C/c2ccc(F)cc2)C(=O)N1CC
2	0%	-1%	9	CC(C)CN1C(=O)c2ccc(C(=O)NCc3ccc4c(c3)OCO4)cc2C1=O
-20	-1%	4%	5	CC1CCN(C(=O)CSc2nnc(Cc3ccccc3)o2)CC1
41	-22%	5%	-8	O=C1OC(c2ccc(Cl)cc2)=N/C1=C\c1cccnc1
11	2%	-1%	10	CCCCC1CCC(C(=O)NCc2ccc3c(c2)OCO3)CC1 (stereo not drawn)
-26	.	-3%	.	Cc1c(/C=N/NC(=O)C(NC(=O)c2ccc3c(c2)OCO3)C(C)C)c2ccccc2n1C (stereo not drawn)
17	?	-9%	?	COc1cccc(CNC(=O)Nc2cccs2)c1
-29	.	16%	-5	COc1ccccc1NC(=O)CSc1nnc(C)n1CC1CCCO1 (stereo not drawn)
-27	22%	-3%	3	Cc1cccc(C(=O)NCCN2CCN(c3ccccc3)CC2)c1
?	.	4%	.	O=C(Oc1ccccc1)n1c(=S)oc2ccccc21
-13	6%	-4%	5	O=C(CSc1nc2ccccc2o1)NCc1ccco1
.	36%[activator]	-1%	.	COC(=O)c1ccc(C(NC(=O)OCc2ccccc2)/C(F)=C/[C@@H](C)C(=O)NCCN2CCOCC2)cc1 (stereo partly drawn)

5 successive records from above, for reference:
PNC assembly inh	ALOX15B inhib	12-hLO inh	IMPase cell inh	smiles
-18	.	-4%	.	CCOC(=O)c1cc(-c2ccccc2)n(CC(=O)Nc2ccc(OCC)cc2)c1C
15	.	-1%	-1	Cc1ccc(Cn2nnc3c(=O)n(Cc4cc(C)ccc4C)cnc32)cc1
9	-4%	-6%	3	O=C(O)CCc1nc2cccnc2n1Cc1ccccc1
35	.	5%	.	CCCNC(=O)CSC1=N/C(=C/c2ccc(F)cc2)C(=O)N1CC
2	0%	-1%	9	CC(C)CN1C(=O)c2ccc(C(=O)NCc3ccc4c(c3)OCO4)cc2C1=O

The results go on:
PNC assembly inh	ALOX15B inhib	12-hLO inh	IMPase cell inh	smiles
?	0%	1%	2	COc1oc(-c2ccccc2C)nc1C(F)(F)F
?	3%	-3%	4	COC(=O)CNC(=O)c1c(-c2c(Cl)cccc2Cl)noc1C
.	-10%	-2%	.	COC(=O)c1ccc(C(/C=C/[C@@H](C)C(=O)NCCc2c[nH]c3ccccc23)NC(=O)OCc2ccccc2)cc1 (stereo partly drawn)
21	-2%	1%	2	CCN1C(=O)C(CC(=O)Nc2cc(C)ccc2C)SC1=Nc1ccc(S(N)(=O)=O)cc1 (stereo not drawn)
.	-8%[11.4 µM]	1%[11.4 µM]	.	N#C[C@H](C(=O)O)C(c1c(Cl)cccc1Cl)[C@H](C#N)C(=O)O
7	0%	-6%	-9	NC(=O)c1oc2ccccc2c1NC(=O)C1CCCCC1
54	-12%	-3%	-1	COC(=O)CCSCc1cn2cc(Cl)ccc2n1
21	19%	-23%	-7	Clc1cccc(/C=N\Nc2nccs2)c1
13	3%	-1%	-26	COc1ccc(C(=O)Nc2cccc(-c3nc4ncccc4o3)c2C)cc1OC
22	-7%	-2%	-1	O=C(C1COc2ccccc2O1)N1CCN(c2ccccc2)CC1 (stereo not drawn)
?	10%	-8%	?	CN(CCO)c1c2c(nc3cc(-c4cccc(F)c4)nn13)CCCC2
63	.	-1%	2	O=C(CCn1c2c(c3ccccc31)CCCC2)NNC(=O)c1ccccc1[N+](=O)[O-]
35	-7%	-1%	4	COCCCNc1nc(-c2ccncc2)nc2ccccc12
-8	-7%	-1%	9	CCc1cccc(CC)c1NC(=O)c1cccc(N)c1
?	.	4%	-4	COc1cc(C(=O)O/N=C2\C=CC(=O)C=C2C)cc(OC)c1OC
?	.	-4%	3	CC1CCCN(c2ccc(C(=O)NCc3ccc4c(c3)OCO4)cc2[N+](=O)[O-])C1 (stereo not drawn)
?	2%	2%	5	OC1CN=C2C=CC=CN2C1 (stereo not drawn)
-17	.	-3%	8[0.0738 µM]	CCOc1ccc(NC(=O)C2CCN(C(=O)NC3CCCCC3)CC2)cc1
-23	1%	3%	4	CC1=C(C(=O)NC2CCCCC2C)C2(CCC(C)CC2)OC1=O (stereo not drawn)
.	6%	-1%	.	COc1ccc(NC(=O)N2CC3(CCN(C(=O)c4cnccn4)CC3)C2)cc1
?	.	-1%	-2	O=C(Nc1nnc(SCc2ccccc2)s1)c1cccc([N+](=O)[O-])c1
-6	.	1%	.	Fc1cccc(Cl)c1/C=N/Nc1c(Cl)cncc1Cl
?	7%	-3%	6	Cc1ccc(N=C2SCCCN2C(=O)c2ccco2)cc1Cl
-111*	.	0%	-3	COc1cc(CCC(=O)OCC(=O)Nc2ccccc2C(C)C)cc(OC)c1OC
28	.	3%	7	CN(c1ccccc1)c1nc(N)c(C#N)c(CC#N)c1C#N
10	55%[activator]	0%	2	FC(F)Oc1ccccc1C1CC(c2ccc(Br)s2)Nc2ncnn21 (stereo not drawn)
-16	2%	-3%	?	Cc1cccc(NC(=O)CSc2nnc(-c3ccccc3)n2N)c1C
-91*	.	-7%	-6	CCc1ccc(CCC(=O)Nc2ncc(Cc3ccccc3Cl)s2)o1
-11	?	-16%	-2	O=C(NCc1ccco1)c1cccnc1-c1nc2ccccc2s1
?	-1%	-2%	-9	CC1CCN(C(=O)Cn2nc(C(F)(F)F)c3c2CCCC3)CC1
18	-4%	7%	0	CCSc1nnc(NC(=O)CCc2ccccc2)s1
14	-2%	0%	4	CCCS(=O)(=O)Nc1cc(C(F)(F)F)ccc1OCCOC
42	8%	-3%	11	COc1ccc(C)c2sc(N3CCCC3)nc12
11	4%	-2%	4	Cc1noc(C)c1S(=O)(=O)N1CCC(C(=O)NCCc2ccc(S(N)(=O)=O)cc2)CC1
-5	-10%	0%	12	Cc1ccc(C)n1-n1cnc2scc(-c3cccs3)c2c1=O
40	-8%	-1%	2	CC1CN(c2ccc(Oc3ccccc3)cc2)c2nc3c(c(=O)[nH]c(=O)n3C)n2C1 (stereo not drawn)
.	34%[activator]	5%	.	COc1ccccc1CN1CC[C@@]2(CCCN(C(=O)c3cc(C(F)(F)F)cc(C(F)(F)F)c3)C2)C1
9	-8%	-6%	2	COc1cc(C(=O)Nc2cccc(-c3nc4ncccc4o3)c2C)cc(OC)c1OC
?	1%	8%	6	CCOC(=O)c1cc(-c2nnc(-c3ccc(Cl)cc3)o2)c(C)nc1C
?	.	-5%	.	CC(=O)Nc1cccc(Oc2ncnc3scc(-c4ccc(C(C)C)cc4)c23)c1
-25	?	1%	-8	Cc1cccc(C)c1OCCCCn1cnc2ccccc2c1=O
-6	3%	1%	7	COC(=O)c1cccc(NS(C)(=O)=O)c1C
?	.	-18%	6	COc1ccc(C(=O)Nc2cc(C(F)(F)F)ccc2-n2cnc3ccccc32)cc1
22	-8%	-2%	0	CCOC(=O)c1cc2c(n(-c3ccc(C)cc3)c1=O)CCCC2=O
5	29%	-15%	-6	Cn1cc(C(=O)c2ccc(Cl)cc2Cl)cc1C(=O)N/N=C(\N)COc1cccc(C(F)(F)F)c1
?	.	-7%	.	COc1cc(/C=N/NC(N)=S)cc(Br)c1OCc1ccccc1F
?	2%	13%	-1	O=C(NCc1ccncc1)Nc1cccc(Cl)c1
30	.	8%	-4	Cc1cc(C(=O)CN2C(=O)c3ccccc3C2=O)c(C)n1Cc1cccs1
-10	-5%	-3%	5	CC(C)C(NC(=O)OCc1ccccc1)C(=O)OCC(=O)N1CCCCC1 (stereo not drawn)
0	.	-4%	.	Cc1cc(-c2n[nH]c(=S)n2/N=C/C(Cl)=C/c2ccccc2)n[nH]1
-100*	.	4%	-6	CC(C)(C)OC(=O)NCc1nc(N)n[nH]1
65	-6%	3%	2	Cc1cc(C)cc(N(CCC#N)C(=O)CSc2nc3nc(C)cc(C)n3n2)c1
25	-3%	0%	-15	C=C1C(C(=O)N2CCN(C)CC2)C1C(=O)N1CCN(C)CC1 (stereo not drawn)
?	3%	?	1	CSc1nc(C)cc(/C=C\c2ccccc2)c1C#N
-3	6%	1%	3	CC(=O)NCCCc1c[nH]c2ccc(Cl)cc12
12	-8%	-15%	-4	O=S(=O)(Nc1ccc2oc(-c3ccccc3)nc2c1)c1ccccc1
?	-5%	-5%	6	O=S(=O)(NC1CCCC1)c1ccc(S(=O)(=O)NC2CCCC2)cc1
-30	.	-2%	.	O=C(NC1=NCCS1)c1sc2cc(Cl)cc(Cl)c2c1Cl
?	-6%	4%	5	Cc1ccc(C(=O)Nc2ccc(Cl)cn2)cc1S(=O)(=O)N1CCOCC1
?	-8%	-7%	-6	CCOc1cc(C#N)c(NC(=O)c2cccnc2)cc1OCC

Remaining list, next part
PNC assembly inh	ALOX15B inhib	12-hLO inh	IMPase cell inh	smiles
7	-9%	0%	-3	CCOC(=O)Cc1csc(SCc2nc3ccccc3c(=O)[nH]2)n1
13	2%	-6%	-5	Cc1[nH]n(-c2ccccc2)c(=O)c1C1(C(F)(F)F)C(=O)N(c2ccccc2)C2=C1C(=O)CC(C)(C)C2 (stereo not drawn)
30	.	3%	.	O=C(CSc1nnc(-c2cccnc2)n1CCN1CCCCC1)Nc1cccc(Cl)c1
.	-4%	2%	.	Cc1ccc(C)o1
3	1%	2%	4	O=C(NC1(C(=O)NC2CCCC2)CCCCC1)c1ccc2c(c1)OCO2
-17	-3%	0%	6	CCOC(=O)C(C)Oc1cccc2c(=O)n(CC(=O)N3CCc4ccccc43)ccc12 (stereo not drawn)
-11	3%	-3%	18	COc1ccc(-c2ccc(C#N)c(OC(=O)c3c(Cl)cccc3Cl)n2)cc1
.	3%	-1%	.	O=C(c1ccco1)N1CCC2(CCCN(c3ccccn3)C2)CC1

The list is partial (hit frequency here may not be typical).
